Source: PubChem BioAssay
MITF act = MITF TRPM1 promoter activation in melanoma cells | SK-MEL-5 TRPM1-promoter luciferase, 24 h; % of positive control, neutral wells = 0 | activation, % at 12.5 µM | 0.75% of 300,000 active | AID 588334;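 active = mean activation of at least 80% with every replicate also reaching 80%; inconclusive = mean reaches 80% but some replicate falls short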;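 also: 0% = neutral control wells and 100% = parthenolide positive control wells; values of inactives mirror those of a sister screen read the other way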
PKA-R1A act = activators of PKA-R1A complex; PKA-R1A dissociation, Cy5-IP20 fluorescence polarization; scaled: DMSO 0%, 113 µM cGMP 100%; P00514+P68181; AID 504707; activation, % at 11.4 µM; 0.083% of 340,000 active;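 active = percent activation above the mean of all tested compounds plus 3 SD, cut at about 19% in these data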;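 also: higher means more PKAc released from R1A so a rise in polarization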
SR-BI uptake up = SR-BI HDL lipid transfer activation; AID 504775; activation, % at 12.5 µM; CHO ldlA[mSR-BI] cells, DiI-HDL uptake fluorescence, 3 h; 100 = double the neutral-control signal; 0.096% of 320,000 active;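 active = mean replicate activation of at least 60% and every replicate at or above 60%; inconclusive = mean or all-replicate condition met, but not both; inactive = mean below 60% and not all replicates reaching 60%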;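 also: 0% = median plate neutral-control signal and 100% = twice that signal; values of inactives mirror those of a sister screen read the other way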
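Material: SR-BI-overexpressing, LDLR-lacking CHO cells | Dosing: Single compound concentration, delivered by pin transfer | Probe or stimulus: Labelled HDL, 10 µg/mL | Signal: Bottom-read cell fluorescence after medium removal, ex 550/em 595 nm | Schedule: 3 h, 37 °C | Evaluation: HDL uptake via cellular fluorescence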
DSG3 Ab inh = human desmoglein-3 autoantibody binding inhibition; AID 588358; DSG3-coupled beads, scFv-anti-DSG3-GFP binding, flow cytometry; hits give low values; binding (percent of control), % at 10 µM; P32926; 0.48% of 310,000 active;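 active = binding more than 3 SD below its plate's average and above zero; inconclusive = below that plate limit but binding exactly zero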;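 also: hits lower antibody fragment binding to DSG3; some compounds called inactive have numbers as strong as hits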
Target sequence (P32926 whole entry, looked up, the tested form may be a part): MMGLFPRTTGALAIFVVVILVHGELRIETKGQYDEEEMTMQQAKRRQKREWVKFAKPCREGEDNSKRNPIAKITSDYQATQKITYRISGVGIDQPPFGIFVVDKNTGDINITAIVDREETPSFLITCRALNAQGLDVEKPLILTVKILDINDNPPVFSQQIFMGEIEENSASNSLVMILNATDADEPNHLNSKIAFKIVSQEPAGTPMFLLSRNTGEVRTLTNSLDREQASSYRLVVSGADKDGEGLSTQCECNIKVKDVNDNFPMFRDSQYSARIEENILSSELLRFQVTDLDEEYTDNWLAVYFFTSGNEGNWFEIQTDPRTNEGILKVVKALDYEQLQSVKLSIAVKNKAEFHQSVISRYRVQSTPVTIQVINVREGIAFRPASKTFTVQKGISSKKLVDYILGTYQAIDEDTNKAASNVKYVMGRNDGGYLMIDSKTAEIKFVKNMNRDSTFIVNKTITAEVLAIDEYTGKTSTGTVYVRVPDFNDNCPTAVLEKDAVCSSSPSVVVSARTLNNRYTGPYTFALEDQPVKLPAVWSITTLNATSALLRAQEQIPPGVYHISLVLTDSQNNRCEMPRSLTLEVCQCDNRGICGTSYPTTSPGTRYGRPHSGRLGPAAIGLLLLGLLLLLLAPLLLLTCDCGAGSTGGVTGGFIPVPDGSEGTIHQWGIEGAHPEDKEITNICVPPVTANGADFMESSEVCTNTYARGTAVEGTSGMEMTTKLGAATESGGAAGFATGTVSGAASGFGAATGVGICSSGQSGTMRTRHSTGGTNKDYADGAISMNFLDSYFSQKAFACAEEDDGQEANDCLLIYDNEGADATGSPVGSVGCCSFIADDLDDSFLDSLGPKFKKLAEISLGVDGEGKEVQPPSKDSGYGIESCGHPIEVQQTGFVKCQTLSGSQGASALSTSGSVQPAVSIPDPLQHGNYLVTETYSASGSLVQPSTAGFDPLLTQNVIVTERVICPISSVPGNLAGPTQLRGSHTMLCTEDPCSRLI
Arr AP2 block = blocks beta-arrestin peptide binding to AP2 adaptin | 0.31% of 340,000 active | AID 504490 | FITC-arrestin peptide / GST-AP2 beads, flow cytometry; AP2 beta2 appendage carries R879A mutation | inhibition, % at 10 µM;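 active = inhibition above a set limit, near 3 SD of compounds lacking own fluorescence, cut at about 54% in these data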;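 also: plate controls were DMSO wells for no effect and 5 µM unlabelled arrestin peptide for full effect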
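Assay system: GST-AP2 R879A bound to glutathione beads, E. coli-expressed; Medium: PBS with 0.05% Tween 20 and 0.1% BSA; Also added: fluorescein-tagged arrestin peptide at 50 nM final; Timing: 12 min plus 1 h, RT; Measured by: flow cytometry, FL1 (488/535 nm); Evaluation: percent drop in bead-associated FITC signal.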
SUMO Mot1 rescue = blocks SUMOylation pathway, rescuing yeast Mot1-301 growth; S. cerevisiae Mot1-301 growth rescue, ATP luminescence, 38.5C; percent above DMSO median, 100 means doubled; 1% of 320,000 active; AID 2716; growth rescue, % at 18.8 µM;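 active = every valid replicate shows activation above 250% relative to neutral control wells; inactive = the rest, any valid replicate at or below 250%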;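 also: OY570 slx delta 5 strain wells were the positive control but not used for scaling; some compounds called inactive have numbers as strong as hits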
CDK5 p35 inh = inhibitors of human CDK5/p35 kinase; Q00535+Q15078; AID 488839; Recombinant CDK5/p35, ADP-Glo luminescence, 60 min; 0.01% of 330,000 active; inhibition, % at 10 µM;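 active = highest replicate inhibition of at least 50% and at least 75% of replicates reaching 50%; inconclusive = only one of the two criteria met; inactive = both criteria failed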;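 also: plate controls were DMSO neutral control for no effect and GW8510 at 10 µM for full effect; many of its hits are not listed in these tables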
dFosB activator = activators of mouse delta FosB homodimer. P13346. purified delta FosB, TAMRA-CDK5 oligo fluorescence polarization; percent of positive-control signal above neutral wells. activation, % at 25 µM. 0.99% of 340,000 active. AID 493131;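 active = mean activation above about 17%, with every replicate also reaching it, limit read from the data, passing the limit was not always enough; inconclusive = only one of the two conditions met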;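 also: fluorescence polarization rise as delta FosB binds a TAMRA Cdk5 AP-1 oligo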
NSD2 HMT inh = inhibitors of human histone methyltransferase NSD2; O96028; NSD2 peptide methylation, AlphaScreen, 120 min; inhibition, % at 12.5 µM; 0.54% of 310,000 active; in the data active = inhibition above about 50%
SR-BI DiI inh = blocks mouse SR-BI lipid uptake from DiI-HDL; ldlA[mSR-BI] CHO cells, DiI-HDL uptake fluorescence, 3 h; inhibition, % at 12.5 µM; 0.96% of 320,000 active; AID 488896;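 active = mean replicate inhibition of at least 70% and a set share of replicates each scoring 70 or more; inconclusive = meets just one of the two criteria; inactive = fails both criteria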;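 also: 0% = median of neutral control wells and 100% = median of positive control wells; values of inactives mirror those of a sister screen read the other way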
PKA-R2B act = activates the human PKA-R2B holoenzyme complex. activation, % at 11.4 µM. PKA-R2B holoenzyme dissociation, Cy5-IP20 fluorescence polarization; R2B truncated from residue 108, S112A mutant; 0% DMSO only, 100% 113 µM cGMP. 0.079% of 340,000 active. P22694+P31323;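 active = activation above a cutoff set at the mean over all compounds plus 3 SD, cut at about 18% in these data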;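 also: higher means more holoenzyme dissociation and a rise in polarization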
* hit, by the source's call; ? = inconclusive; · = not tested or not shown. An unsorted share of the library. About 4.7% of those tested had a hit in this group.

MITF act	PKA-R1A act	SR-BI uptake up	DSG3 Ab inh	Arr AP2 block	SUMO Mot1 rescue	CDK5 p35 inh	dFosB activator	NSD2 HMT inh	SR-BI DiI inh	PKA-R2B act	Structure
-3.8	8.7	21.8	97.4	9.1	-2.6	0.1	2.0	0.5	-21.8	-0.7	Cc1ccc(S(=O)(=O)N2CCC(C(=O)NCc3ccncc3)CC2)cc1
6.2	-7.2	-2.4	112.4	15.0	9.3	0.7	2.0	-2.3	2.4	0.4	CC(=O)Nc1ccc(OCc2cccc([N+](=O)[O-])c2)cc1
-102.6	13.3	?	77.5	38.9	·	17.2	112.5*	·	-61.8	12.1	CN(C)c1ccc(/C=C/c2ccc3c4ccccc4ccc3[n+]2-c2ccccc2)cc1
-1.4	-9.8	9.5	·	3.2	4.3	-0.9	-6.2	-0.5	-9.5	7.1	COc1ccccc1CNC(=O)CCCc1nnc2n(C)c(=O)c3sccc3n12
-13.1	1.0	25.6	97.6	4.7	-38.7	0.5	-2.4	1.7	-25.6	-1.7	Cc1cccc(NC(c2ccc(C)s2)c2ccc3ccc(C)nc3c2O)n1 (configuration not stated)
-6.3	10.2	1.3	112.1	16.0	-2.3	0.1	-8.0	-0.9	-1.3	-1.0	COc1ccccc1CNC(=O)c1ccc2c(=O)n(CCCN3CCCC3=O)c(=S)[nH]c2c1
·	4.7	9.7	112.1	-10.1	-5.1	0.0	-4.7	4.3	-9.7	1.1	COc1ccccc1/C=C/CN1CCSCC1
-2.6	-2.0	5.7	·	13.9	·	-0.9	-2.1	-3.1	-5.7	-11.9	Cc1ccc(C)c(NC(=O)Cn2nnc(C(=O)NCc3cccs3)c2N)c1
13.0	-14.5	15.3	97.1	28.9	1.2	-0.9	-1.3	1.6	-15.4	-4.5	O=C(O)c1n[nH]nc1-c1ccccc1
-7.6	4.3	50.4	114.8	33.8	10.5	0.5	1.6	2.7	-50.4	-8.2	CCOC(=O)C1CCCN(C(=S)Nc2cccc(Cl)c2C)C1 (configuration not stated)
·	·	11.7	94.4	-13.8	-8.1	2.1	1.6	26.5	-11.7	·	Cc1nnsc1C(=O)N1CCN(c2ccc(C#N)cn2)CC1
10.3	-11.2	-8.3	104.4	31.5	-17.4	2.2	0.1	1.1	8.3	2.7	CNS(=O)(=O)c1ccc(NC(=O)Nc2cccc(F)c2)cc1
12.2	9.4	·	98.7	50.2	-6.6	0.7	-4.0	10.9	·	7.0	COC(=O)c1cccc(C(=O)N2CCCC(CNC(=O)c3ccccc3Cl)C2)c1 (configuration not stated)
-7.2	-0.2	-28.8	96.9	28.5	10.5	0.9	-6.1	-0.6	28.8	5.7	O=C(CCn1nc(-c2ccc(Cl)cc2)ccc1=O)N1CCN(c2ccc(F)cc2)CC1
3.0	-13.4	25.2	99.0	-2.8	-4.8	·	-8.9	-3.5	-25.2	-1.8	COCCCNC(=S)NNC(=O)c1csc2ccccc12
0.1	1.9	-11.1	98.5	-2.2	1.0	0.9	-3.6	0.1	11.1	-0.9	CCCCn1c(SCn2nnc3ccccc3c2=O)nc2cc(S(N)(=O)=O)ccc21
2.1	6.3	-21.7	·	52.7	18.7	0.6	-12.6	-2.6	21.7	14.4	O=C(NCCc1csc(-c2ccc(Cl)cc2)n1)c1ccco1
·	3.8	-6.2	112.4	0.7	-2.4	0.6	2.7	29.5	6.2	-1.2	CC(=O)C1=C(O)C(=O)N(c2ccc(O)cc2)C1c1ccc(C)cc1 (configuration not stated)
-2.6	-12.7	4.2	107.6	3.0	-32.4	0.9	-1.9	0.8	-4.2	-6.9	OC(CNCCc1ccc(C(F)(F)F)cc1)COC(c1ccccc1)c1ccccc1 (configuration not stated)
-1.6	-0.2	17.4	105.2	-15.7	2.2	1.6	0.9	0.3	-17.4	4.3	O=C(CCC(=O)c1cccs1)NCc1ccc(Cl)cc1
-10.4	-12.7	-30.4	93.6	5.3	49.8	-1.5	1.0	0.5	30.4	0.7	COc1ccc(NC(=O)c2ccc(F)cc2)cc1S(=O)(=O)Nc1cc(C)ccc1Br
-42.8	-6.7	-1.3	107.2	-5.6	23.0	-3.2	28.7*	18.8	1.3	-11.6	CCCCCCCCCCOC(=O)Cn1c(COc2cccc(OC)c2)[n+](C)c2ccccc21
3.3	-1.7	23.2	95.0	-0.1	-12.9	-0.1	-1.2	5.0	-23.2	5.0	CC1=CC2=NC(=O)CC(C)(C(=O)N(CC(=O)NC3CCCC3)c3cc(C)cc(C)c3)N2C=C1 (configuration not stated)
2.7	1.9	11.5	91.6	3.0	26.2	-0.3	-3.1	-1.5	-11.5	0.2	Cc1nn(CC(=O)NCc2ccco2)c(C)c1[N+](=O)[O-]
10.1	-5.6	-9.9	103.9	-2.7	14.0	0.7	7.7	·	9.9	0.7	COc1cc(OC)cc(-c2c(-c3cccs3)c3cc(-c4cnc(OC)nc4)ccc3n2C)c1
·	·	-0.7	101.3	-14.9	102.5	1.1	-0.5	-1.1	0.7	·	COc1cccc(C2C(=O)c3ccccc3C2=O)c1
-5.2	15.4	0.7	95.5	2.3	-0.4	1.7	-0.3	2.5	-0.7	8.7	COc1cc(/C=N\N=C2/SC(CC(=O)O)C(=O)N2c2ccc(O)cc2)ccc1O (configuration not stated)
-0.4	-20.5	·	93.5	36.5	18.6	0.6	-3.3	25.7	·	10.6	COCCn1cc(C(=O)NCc2ccco2)c2c3ccccc3n(C)c2c1=O
7.7	6.4	-0.5	96.2	-1.1	-2.2	-1.5	-5.8	-4.6	0.5	8.5	CCN(C(=O)COC(=O)/C(C#N)=C/c1ccc(N(C)C)cc1)C1CCS(=O)(=O)C1 (configuration not stated)
7.2	-13.9	12.4	104.1	6.3	0.0	-0.1	-2.3	2.2	-12.4	-10.6	CC(=O)N1CC(C)Sc2ccc(S(=O)(=O)NC3CCCCC3)cc21 (configuration not stated)

Single records (already shown). Order of screens: MITF act, PKA-R1A act, SR-BI uptake up, DSG3 Ab inh, Arr AP2 block, SUMO Mot1 rescue, CDK5 p35 inh, dFosB activator, NSD2 HMT inh, SR-BI DiI inh, PKA-R2B act
CNS(=O)(=O)c1ccc(NC(=O)Nc2cccc(F)c2)cc1 in the list: 10.3, -11.2, -8.3, 104.4, 31.5, -17.4, 2.2, 0.1, 1.1, 8.3, 2.7
O=C(O)c1n[nH]nc1-c1ccccc1 in the list: 13.0, -14.5, 15.3, 97.1, 28.9, 1.2, -0.9, -1.3, 1.6, -15.4, -4.5

(further entries)
MITF act	PKA-R1A act	SR-BI uptake up	DSG3 Ab inh	Arr AP2 block	SUMO Mot1 rescue	CDK5 p35 inh	dFosB activator	NSD2 HMT inh	SR-BI DiI inh	PKA-R2B act	Structure
31.1	-7.8	17.7	99.6	6.6	177.1	-1.8	-5.6	7.1	-17.7	-8.9	Cc1nn(-c2ccccc2)c(C)c1/C=N/n1c(-c2ccncc2)n[nH]c1=S
77.5	3.6	5.8	114.1	15.3	28.3	0.6	-3.7	-5.5	-5.8	-8.7	O=C(CSc1cccs1)Nc1ccc(Cl)cc1
3.6	0.5	14.4	85.0	7.6	-1.0	0.3	1.0	2.9	-14.4	-6.6	Cc1cc[n+](-c2nc3ccccc3nc2[N-]S(=O)(=O)c2ccccc2)cc1
5.5	3.9	-0.5	99.6	39.2	-11.3	3.5	-6.9	-1.8	0.5	3.6	Cc1nnc(NC(=O)C2=COCCO2)s1
3.6	5.5	-10.9	·	-1.2	0.4	0.9	1.2	39.3	10.9	1.0	O=C(Nc1ccccc1N1CCOCC1)c1ccc(N2CCCC2=O)cc1
33.6	4.3	-17.6	54.0*	-7.1	-7.4	-5.0	-7.2	0.4	17.6	-8.7	CSc1ccc(CNC(=O)Cc2ccc(NC(=O)C3=C(C)OCCS3)cc2)cc1
6.2	-2.4	-11.7	95.2	1.3	-2.1	1.3	-18.4	-1.6	11.7	-13.4	NC(=O)COC(=O)c1ccccc1Nc1ccc(SC(F)F)cc1
69.3	-7.7	9.1	96.5	10.6	-15.6	2.5	-5.6	-0.7	-9.1	-3.5	O=C(c1cccs1)N1CCC(c2ccccc2)C1 (configuration not stated)
-8.8	1.5	8.7	101.9	5.2	-5.0	1.2	-10.4	-1.5	-8.7	-1.8	O=C(O)C1CCCN1S(=O)(=O)c1ccc2[nH]c(=O)c(=O)[nH]c2c1 (configuration not stated)
102.5*	-4.4	-5.6	·	13.6	-13.6	1.4	-14.1	-0.3	5.6	6.1	CCc1ccc(Nc2ncc3c(n2)CC(C)(C)CC3=O)cc1
·	0.5	13.9	·	1.6	-23.5	0.1	-6.0	-0.3	-13.9	-5.7	COc1cc(CN2CCSCC2)cc(OC)c1OC
-2.8	-6.1	-48.5	103.2	0.8	9.1	-3.7	-26.7	·	48.5	-5.9	CCN(CC)C(=O)[C@H]1CC(CC(=O)NC/C=C(\C)CCC=C(C)C)C(=O)N2CCc3c([nH]c4ccccc34)[C@]12C (some centres not stated)
32.9	-6.5	7.3	98.1	0.3	15.4	-0.9	-0.3	15.6	-7.3	-3.0	Cc1cc(C)n(CCC(=O)Nc2ccc3c(c2)OCCO3)n1
-6.8	2.9	-13.5	99.5	-2.4	-17.4	-0.4	-6.6	-3.3	13.5	0.2	Cc1ccc(NS(=O)(=O)c2ccc3c(c2)c(=O)n(C)c(=O)n3C)cc1F
·	-4.0	5.5	100.6	-4.3	67.3	0.4	2.2	·	-5.5	-2.8	COC(=O)c1ccc(NC(=O)CNC(=O)C2CCCCC2)c(C)c1
6.6	2.2	14.0	96.7	-8.5	538.8*	0.4	-4.7	-1.8	-14.0	-3.2	C/C(N)=C(/C#N)C(=O)CSc1nnc(-c2ccccc2)n1C
-10.6	-1.9	-3.8	101.8	19.5	591.1	-0.4	2.0	1.6	3.8	-10.7	CC1CCCC(C)N1C(=O)c1cc(F)c(F)cc1Cl (configuration not stated)
9.3	-4.1	2.3	106.2	-37.2	-1.5	-0.6	-2.4	-5.1	-2.3	-3.7	Cc1ccc(S(=O)(=O)NCC(=O)NCC(=O)OCC(=O)NC(=O)NC(C)(C)C)cc1C
